HCV inhibitor – HCV inhibition | Huh7.5.1 HCVcc-Cre infection, luciferase reporter, 44 h | Potency, µM (series often up to 41.8 µM), inactives show at the highest dose activity change, negative = inhibition, most hits filed as inhibitors | actives 3.4% (n = 340,000) | AID 651820
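Antiviral activity was scored by luciferase reporter output from cells infected with HCVcc-Cre (~0.5 moi) in presence of compound, 44 h infection period, cells seeded 1,000/well 4 h prior.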
Tb PYK inh – T. brucei pyruvate kinase inhibition; Q57TT1; TbPYK enzyme, Kinase-Glo Plus ATP luminescence, 45 min; Potency, µM (top dose mostly 76.8 µM), for the others: at the top dose activity, negative = inhibition, hits mostly inhibitors; actives 0.12% (n = 410,000); note: nearly all actives have a fitted effect of over 50% in size
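Activity of T. brucei pyruvate kinase was followed by Kinase-Glo Plus luminescence after the enzyme reacted 45 min at room temperature with 130 uM ADP (final) and substrate. Test compounds were added before ADP at multiple concentrations.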
Starred values were filed as active, the others as inactive; ? = inconclusive; & = joins results of further samples; [ ] = another dose, or the depositor's remark. Calls come from the whole dose curve; as a rule, active = well fitted curve in the direction sought with a large enough effect; inconclusive = small, poorly fitted or top-dose-only effect, or another doubt; inactive = no such curve, though single readings can be large; an effect the other way counts as inactive or inconclusive. % is set by controls: 0 for no effect and ±100 for the full control effect; potency is the fitted concentration of half-maximal effect. These rows are one share of the data (hit frequency here may not be typical).

Values in the order: HCV inhibitor	Tb PYK inh
CN(CC(=O)Nc1cccc(F)c1)CC(=O)Nc1cccc(S(=O)(=O)N(C)c2ccccc2)c1
→ ?	19%
O=C1Cc2cc(S(=O)(=O)Nc3ccc(N4CCOCC4)cc3)ccc2N1
→ -21%	1%
CCC1CN1P(=O)(Oc1ccc(Cl)cc1)N1CC1CC (stereo unspecified)
→ 9%	3%
Nc1ccc(C#Cc2ccc3sc4ccccc4c(=O)c3c2)cc1
→ ?	2%
O=C(COC(=O)c1ccc([N+](=O)[O-])cc1)NCCC1=CCCCC1
→ 16%	-1%
COc1ccc(NS(=O)(=O)c2cc(NC(=O)c3ccc(Cl)cc3)ccc2N2CCOCC2)cc1
→ 7.9µM*	2%
C=C(CCO)C1=CCN(S(=O)(=O)C(C)(C)C)[C@H]1CCO
→ 11%	1%
CN(C(=O)c1cccc(NC(=O)Cc2cccc([N+](=O)[O-])c2)c1)C1CCC1
→ ?	3%
COc1cc(/C=C/C(=O)OCC(=O)NCc2ccc(F)cc2)ccc1O
→ ?	-8%
COc1cc(C=NNC(=O)Cn2nc(C)cc2C)ccc1OC(=O)C1CC1
→ 8%	-5%
Cc1ccc(S(=O)(=O)N2CCN(C(=O)COC(=O)COc3cccc(C(F)(F)F)c3)CC2)c(C)c1
→ 31%[activator]	0%
CC12C=CC(=O)C=C1CCC1C2CCC2(C)C(C(=O)CO)CCC12 (stereo unspecified)
→ 2%	9%
C[C@H](CO)N1C[C@H](C)[C@@H](CN(C)S(=O)(=O)c2ccccc2)Oc2c(NC(=O)Nc3ccccc3)cccc2C1=O
→ -30%	-5%
CN(C(=O)OC(C)(C)C)[C@H](Cc1ccccc1)C(=O)N[C@H]1CCCCNC1=O
→ 1%	-4%
CCC1(c2ccc(F)cc2)NC(=O)N(CC(=O)Nc2cccc(S(=O)(=O)N3CCCC3)c2)C1=O (stereo unspecified)
→ ?	-1%
CC[C@@H]1C(=O)[C@H](Cc2ccccc2)[C@H]2CCCC(=O)N3CC[C@@H]1[C@@H]23
→ -14%	8%
COc1ccc2[nH]c3c(c2c1)CCN1C(=O)C(CC(=O)NCCN2CCOCC2)C[C@H](C(=O)N2CCCCC2)[C@@]31C (stereo partly specified)
→ 16%	5%
CCCCCCSc1ccc(-c2nc3ccc(Cl)cn3c2NCc2ccccc2)cc1
→ 16%	-2%
COc1ccc(S(=O)(=O)N(C)C[C@H]2Oc3ccc(NC(=O)C4CCCCC4)cc3C(=O)N([C@H](C)CO)C[C@@H]2C)cc1
→ ?	-1%
O=C1C=CC(=O)C2C1C1(Cl)C(Cl)=C(Cl)C2(Cl)C1(Cl)Cl (stereo unspecified)
→ ?	3%
CC(C)(C)c1ccc(C(=O)NNC(=O)CCc2ccccc2)cc1
→ 4%	-11%
COc1cccc(CN(C)C(=O)Cn2cc(C)c(=O)[nH]c2=O)c1
→ ?	2%
O=C(N[C@H](CO)[C@H](O)c1ccc([N+](=O)[O-])cc1)C(Cl)Cl
→ -4%	2%
NC(=O)c1ccc(NC(=O)COC(=O)C2COc3ccccc3O2)cc1 (stereo unspecified)
→ 18%	1%
COc1cc(O)c(C(=O)CC(=O)c2ccncc2)c(OC)c1
→ ?	-3%
CC(NC(=O)COC(=O)c1ccccc1F)C1CC2CCC1C2 (stereo unspecified)
→ 19%	-5%
Cc1cccc(NC(=O)c2nc[nH]c2C(=O)N2CCN(c3ccccc3)CC2)c1
→ 15%	0%
COc1ccccc1CNC(=O)COC(=O)/C=C/c1ccc2ccccc2n1
→ 11%	3%
O=C(c1ccccc1)c1ccc(C(=O)O)c(C(=O)O)c1
→ 8%	5%
CCN(C(=O)CN1CCCCCC1)c1c(N)n(Cc2ccccc2)c(=O)[nH]c1=O
→ 33%[activator]	-7%
CC(Sc1ncccn1)C(=O)Nc1ccc2c(c1)OCO2 (stereo unspecified)
→ 17%	-4%
CCOC(=O)N1C2c3ccccc3C(c3ccccc32)N1C(=O)OCC
→ 20%	1%
CCCCNC(=O)c1onc(CSc2cccc(OC)c2)c1C(=O)NCCCC
→ ?	2%
O=P1(c2ccccc2)Nc2ccccc2N1c1ccccc1 (stereo unspecified)
→ -2%	-10%
CCCC1(C2CCCC2)NC(=O)NC1=O (stereo unspecified)
→ 28%	-5%
O=C(Nc1ccc(Cl)cc1)C1CCCCN1S(=O)(=O)c1ccccc1 (stereo unspecified)
→ ?	2%
Cc1ccc(C(=O)Nc2sc3c(c2C(=O)O)CCC(C)C3)o1 (stereo unspecified)
→ ?	-5%
Cc1cc(=O)oc2c(C)c(OC(=O)c3ccco3)ccc12
→ -2%	6%
COc1ccc([N+](=O)[O-])cc1NS(=O)(=O)c1cccc(C(=O)NCCCN2CCCC2=O)c1
→ 6%	-1%
COc1ccc(NC(=O)CNc2ccccc2C(C)=O)cc1S(=O)(=O)N1CCOCC1
→ -22%	2%
C=CCn1cc(C(=O)NCCCOC)c(=O)c2cc(S(=O)(=O)N3CCC(C)CC3)ccc21
→ -3%	-4%
COc1cccc(-n2c(SCC(=O)N3CCOCC3)nc3c([nH]c4ccccc43)c2=O)c1
→ ?	-7%
CC(=O)NCCc1c[nH]c2ccc(O)cc12
→ -5%	0%
COc1ccccc1CN1[C@@H](CC(C)=O)c2cc(C(F)(F)F)ccc2S1(=O)=O
→ -10%	-5%
COc1cc2sc3ccc(C#Cc4ccc(N)cc4)cc3c(=O)c2cc1OC
→ ?	-3%
CC(C)NC(=O)Nc1ccc2c(c1)C(=O)N([C@H](C)CO)C[C@@H](C)[C@@H](CN(C)C(=O)NC1CCCCC1)O2
→ -24%	-1%
CC1(c2ccc(Cl)cc2)NC(=O)N(CC(=O)NC2CCCCC2)C1=O (stereo unspecified)
→ -9%	-1%
O=C(C[C@H]1C[C@H](C(=O)N2CCOCC2)[C@@]2(CCC3CCCC3)c3[nH]c4ccc(Cl)cc4c3CCN2C1=O)NCCCn1ccnc1
→ ?	4%
CC(C)C[C@H](NC(=O)c1nc[nH]c1C(=O)N[C@@H](CCCCN)C(=O)OC(C)(C)C)C(=O)OC(C)(C)C
→ 1%	0%
C=CCOc1ccc(C(c2c(O)nc(SC)[nH]c2=O)c2c(O)nc(SC)[nH]c2=O)cc1
→ 14%	-25%
CCOC(=O)N1C2C=CC(C2)N1C(=O)OCC
→ 21%	1%
CC[C@]12c3[nH]c4ccc(Cl)cc4c3CCN1C(=O)[C@@H](CC(=O)NCCCN(C)C)C[C@@H]2C(=O)N1CCN(C(=O)C2CC2)CC1
→ 2%	2%
Nc1ncnc2c1ncn2[C@@H]1O[C@H](CNC(=O)[C@@H](N)Cc2ccc(C(F)(F)F)cc2)[C@@H](O)[C@H]1O
→ -4%	0%
O=C1C=C(N2CCN(c3ccccn3)CC2)C(=O)c2c(O)ccc(O)c21
→ ?	-17%
COc1ccc(C(=O)OCc2c(-c3ccccc3)ncc3ccccc23)cc1
→ ?	-2%
COCCn1c(=O)[nH]c2cc(C(=O)N3CCN(Cc4ccc5c(c4)OCO5)CC3)ccc2c1=O
→ 7%	1%
O=C(COC(=O)c1cccc(F)c1)NC(=O)NCc1ccccc1
→ 6%	-6%
O=c1[nH]c(=O)n(C2CC(O)C(CO)O2)cc1I (stereo unspecified)
→ 16%	-19%
CNC(=O)[C@@H]1C[C@H]1[C@@H](NC(=O)CNC(=O)OCc1ccccc1)c1ccccc1
→ 10%	-2%
COC(=O)C1C2CCCCC1C(=O)O2 (stereo unspecified)
→ 33%[activator]	2%

Taken from the results shown, seven compounds:
Values in the order: HCV inhibitor	Tb PYK inh
COc1ccccc1CN1[C@@H](CC(C)=O)c2cc(C(F)(F)F)ccc2S1(=O)=O
→ -10%	-5%
COc1cc2sc3ccc(C#Cc4ccc(N)cc4)cc3c(=O)c2cc1OC
→ ?	-3%
CC(C)NC(=O)Nc1ccc2c(c1)C(=O)N([C@H](C)CO)C[C@@H](C)[C@@H](CN(C)C(=O)NC1CCCCC1)O2
→ -24%	-1%
CC1(c2ccc(Cl)cc2)NC(=O)N(CC(=O)NC2CCCCC2)C1=O (stereo unspecified)
→ -9%	-1%
O=C(C[C@H]1C[C@H](C(=O)N2CCOCC2)[C@@]2(CCC3CCCC3)c3[nH]c4ccc(Cl)cc4c3CCN2C1=O)NCCCn1ccnc1
→ ?	4%
CC(C)C[C@H](NC(=O)c1nc[nH]c1C(=O)N[C@@H](CCCCN)C(=O)OC(C)(C)C)C(=O)OC(C)(C)C
→ 1%	0%
C=CCOc1ccc(C(c2c(O)nc(SC)[nH]c2=O)c2c(O)nc(SC)[nH]c2=O)cc1
→ 14%	-25%

Next results:
Values in the order: HCV inhibitor	Tb PYK inh
COc1cc(C(C2C(=O)CC(C)(C)CC2=O)C2C(=O)CC(C)(C)CC2=O)ccc1OC(C)=O
→ 14%	-23%
C[C@H](CO)N1C[C@H](C)[C@@H](CN(C)S(=O)(=O)c2ccc(F)cc2)Oc2ccc(NC(=O)Cc3cn(C)c4ccccc34)cc2C1=O
→ ?	0%
CC(C)(C)N(Cc1ccc2c(c1)OCO2)C(=O)/C=C\S(=O)c1ccccc1 (stereo unspecified)
→ 11µM*	-1%
CC(=O)Nc1ccc(NC(=O)C(C)OC(=O)c2ccc(S(=O)(=O)N3CCCCCC3)cc2)cc1 (stereo unspecified)
→ ?	4%
COc1ccc(OC)c(NC(=O)COC(=O)Cc2ccsc2)c1
→ -6%	-1%
CN(CC1COc2ccccc2O1)C(=O)CSc1ncccn1 (stereo unspecified)
→ -6%	-4%
COc1cccc(C(=O)NNC(=O)c2ccc3ccccc3c2O)c1
→ -1%	1%
NC(=O)C1CCN(C(=O)c2cc(-c3ccccc3Cl)nc3ccccc23)CC1
→ 18%	2%
O=C(CCCCC(=O)OCC1COCO1)OCC1COCO1 (stereo unspecified)
→ 26%	-5%
O=C1CCC(c2ccccc2)c2ccccc21 (stereo unspecified)
→ 11%	4%
O=C(COC(=O)c1ccc2c(c1)OCCO2)NCCc1ccc(F)cc1
→ 0%	0%
CC1CCc2sc3c(c2C1)c1ncnn1c(=O)n3CC(=O)c1ccc(Br)cc1 (stereo unspecified)
→ -1%	-3%
COc1cc(N)c(Cl)cc1C(=O)OCC(=O)NC(=O)NCc1ccco1
→ ?	1%
CCOC(=O)c1c(C)nsc1NCc1ccccc1
→ -5%	-22%
O=C(CN1c2cccc3cccc(c23)S1(=O)=O)Nc1c(F)c(F)c(F)c(F)c1F
→ 15%	-11%
COc1cc(/C=C/C(=O)OCC(=O)Nc2cc(S(=O)(=O)N3CCCC3)ccc2Cl)cc(OC)c1OC
→ ?	-1%
CC(OC(=O)c1cccnc1Cl)C(=O)Nc1ccc2c(c1)OCO2 (stereo unspecified)
→ 0%	-6%
C=C1CC2(CC(c3ccccc3)OC(c3ccccc3)C2)OC1=O (stereo unspecified)
→ ?	1%
Oc1ccc(-c2csc(Nc3ccc4c(c3)OCO4)n2)c(O)c1
→ ?	-10%
Cc1cn(CC(=O)NCCN2CCOCC2)c(=O)[nH]c1=O
→ 13%	0%

Molecules listed so far that have a furan ring, fused or not, in the order listed:
Values in the order: HCV inhibitor	Tb PYK inh
Cc1ccc(C(=O)Nc2sc3c(c2C(=O)O)CCC(C)C3)o1 (stereo unspecified)
→ ?	-5%
Cc1cc(=O)oc2c(C)c(OC(=O)c3ccco3)ccc12
→ -2%	6%
COc1cc(N)c(Cl)cc1C(=O)OCC(=O)NC(=O)NCc1ccco1
→ ?	1%

2 of these compounds in a different format.
canonical_smiles,HCV inhibitor,Tb PYK inh
Cc1cn(CC(=O)NCCN2CCOCC2)c(=O)[nH]c1=O,13%,0%
COc1cccc(C(=O)NNC(=O)c2ccc3ccccc3c2O)c1,-1%,1%

Remaining list, next part:
Values in the order: HCV inhibitor	Tb PYK inh
CC(=O)c1ccccc1NC(=O)COC(=O)CCC1CCCC1
→ 14%	-4%
CN1CCN(C(=O)CNC(=O)C23CC4CC(CC(C4)C2)C3)CC1
→ -7%	2%
O=C(O)c1cc(=O)c2c(Cl)cc(Cl)cc2[nH]1
→ 14%	5%
Cc1ccc2nc3c(cc(S(=O)(=O)c4ccccc4)c(=N)n3C3CCCC3)c(=O)n2c1
→ -2%	-6%
CC[C@]12c3[nH]c4ccc(OC)cc4c3CCN1C(=O)C(CC(=O)NCCc1ccccn1)C[C@@H]2C(=O)N1CCN(C(=O)C2CC2)CC1 (stereo partly specified)
→ -14%	6%
O=C1NC(=O)C2(C=C(c3ccccc3)C(O)(c3ccccc3)C2)N1 (stereo unspecified)
→ 43%[activator]	-7%
NC(=O)NC(Cc1ccccc1)C(=O)NNC(=O)COc1ccccc1Cl (stereo unspecified)
→ 15%	-3%
COc1cc(C2CC(=O)Oc3cc(C)c(Cl)c(C)c32)cc(OC)c1OC (stereo unspecified)
→ 24%	-7%
CCc1noc(C)c1C(=O)OCC(=O)Nc1ccc2c(c1)OCO2
→ -4%	4%
Cc1ccc(OCC(=O)O/N=C(\N)Cc2cccs2)cc1C
→ ?	-20%
CS(=O)(=O)c1ccccc1C(=O)Nc1ccc(S(=O)(=O)N2CCCC2)cc1
→ -4%	11%
C[C@H](CO)N1C[C@H](C)[C@@H](CN(C)S(=O)(=O)c2cccs2)Oc2c(NC(=O)CCC(F)(F)F)cccc2C1=O
→ -6%	-1%
S=C(NCCN1CCOCC1)C(=S)NCCN1CCOCC1
→ 9%	5%
N#CC(=C(O)COC(=O)c1ccc2c(c1)OCCO2)c1nc2ccccc2[nH]1
→ 1%	-15%
Cc1nc2cc3ccccc3cc2s1
→ -13%	2%
CCC(C)Sc1ccc(-c2nc3ccc(C)cn3c2NCc2ccccc2)cc1 (stereo unspecified)
→ -15%	-7%&6%
CC1(O)CCC2C3CCC4=CC(=O)CCC4=C3C=CC21C (stereo unspecified)
→ 0%	7%
COc1ccc(C)cc1NC(=O)c1nc2nc(C)cc(C)n2n1
→ -9%	1%
